Screening data (PubChem)
M. tuberculosis GlmU: inhibition of mycobacterial GlmU enzyme – biochemical, glucosamine-1-phosphate acetyltransferase (AID 1376); M. tuberculosis GlmU acetyltransferase enzyme assay; higher % means a stronger effect; inhibition, %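 (tested at 30 µM in the primary screen)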; hits with a dose series show IC50 in µM; 220,000 compounds, 0.25% hits; in the data active = inhibition above about 13%;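 also: 0% = complete reaction with vehicle and 100% = reaction without substrate; strong numbers were not always called active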
Mtb RmlCD inh: M. tuberculosis RmlC/RmlD inhibition; RmlC+RmlD coupled enzyme assay, percent inhibition; primary screen in compound mixtures; AID 1533; inhibition, % at 3.6 µM; 160,000 compounds, 0.03% hits; P9WH09+P9WH11; in the data active = inhibition mostly above about 34%, no sharp cut-off; also: some results filed as inactive read as strong as hits
Target sequence (P9WH09 whole entry, looked up): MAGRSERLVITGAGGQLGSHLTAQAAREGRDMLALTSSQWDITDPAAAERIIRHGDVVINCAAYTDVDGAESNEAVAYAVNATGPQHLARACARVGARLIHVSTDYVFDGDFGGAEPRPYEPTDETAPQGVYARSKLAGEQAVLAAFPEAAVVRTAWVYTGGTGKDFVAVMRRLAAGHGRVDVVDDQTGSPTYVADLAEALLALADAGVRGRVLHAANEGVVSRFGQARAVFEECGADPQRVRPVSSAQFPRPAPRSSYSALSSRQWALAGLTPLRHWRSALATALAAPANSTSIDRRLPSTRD
Target sequence (P9WH11 whole entry, looked up): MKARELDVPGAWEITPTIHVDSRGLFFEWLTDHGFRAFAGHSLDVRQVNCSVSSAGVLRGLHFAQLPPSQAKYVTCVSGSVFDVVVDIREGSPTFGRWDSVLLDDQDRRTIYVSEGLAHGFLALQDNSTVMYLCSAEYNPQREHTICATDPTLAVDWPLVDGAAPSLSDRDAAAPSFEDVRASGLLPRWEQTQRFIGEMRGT
Numbers without * were called inactive; / = not tested or not shown; & = joins results of further samples. Only part of the results is shown. The share of hits here may be higher or lower than overall.

SMILES	M. tuberculosis GlmU	Mtb RmlCD inh
O=C(Nc1ccc2c(c1)CCC2)c1cc(S(=O)(=O)Nc2ccc(F)cc2)c(Cl)cc1Cl	-2.4%	-6.3
O=C(Cc1ccc(-n2c(=O)[nH]c3ccccc3c2=O)cc1)N1CCN(c2ccccc2)CC1	1.2%	-2.9
O=C(Nc1ccc(N2CCOCC2)cc1)NC1CCCCC1	0.7%	/
O=c1cc(N2CCCC2)c(-c2ccccc2)n[nH]1	0.9%	3.1
CC/C(CC(c1ccccc1)c1c(O)c2ccccc2oc1=O)=N\NC(N)=S (stereo not given)	8.6%	/
CNc1ccc(Br)cc1C(O)c1ccccc1 (stereo not given)	1.0%	/
Cc1ccc(N=Cc2cc(Cl)cc(Cl)c2O)nc1	2.5%	-12.1
COc1ccc(C(=O)Nc2ccc3oc(-c4cccc(Cl)c4)cc(=O)c3c2O)cc1	6.7%	2.9
Cc1ccc(C(=O)N/N=C/c2cn(Cc3ccccc3)c3ccccc23)cn1	2.8%	-8.5
Nc1ccc(C#Cc2ccccc2)cc1	0.0%	-8.0
N=c1sccn1CC(=O)N1CCc2ccccc21	-5.1%	-8.5
CC(=O)Nc1nc(N(C)C)nc(N(C)C)n1	1.1%	8.0
CCC1(c2ccccc2)C(=O)N(C)C(=O)N(C)C1=O	5.0%	-5.2
O=C(c1ccccn1)c1ncc(C(F)(F)F)cc1Cl	2.1%	1.0
Clc1ccc(OCc2nn3c(C4CCCCC4)nnc3s2)c(Cl)c1	1.5%	8.4
CC1Cc2ccccc2N1C(=O)CO/N=C/c1ccc(OC(F)F)cc1 (stereo not given)	-3.6%	4.6
COC(=O)c1cccc(/C=N/NC(N)=S)c1O	1.8%	1.6
O=C(NCCCN1CCN(c2cccc(Cl)c2)CC1)C1(S(=O)(=O)c2ccc(Cl)cc2)CC1	-2.6%	/
CC1(C)CC(NC(=O)C23CCC(C)(C(=O)C2)C3(C)C)CC(C)(C)N1 (stereo not given)	2.3%	/
O=C(O/N=C1\CCCc2ccccc21)c1cccc(Cl)c1	-0.9%	9.8
Cc1cccc(NC(=O)C2CCCN2S(=O)(=O)c2ccc(F)cc2)c1C (stereo not given)	-5.6%	5.5
COc1ccc(C(=O)NC(=S)NNC(=O)c2c(-c3ccccc3)noc2C)cc1	1.4%	-7.2
O=C(Nc1ccc(N2CCN(C(=O)c3ccco3)CC2)cc1)c1ccc2c(c1)OCO2	0.0%	-11.5
CC(Sc1nnc(Nc2ccccc2)s1)C(=O)Nc1nc(-c2ccccc2)cs1 (stereo not given)	-4.4%	/
Cc1cc(C)nc(-n2nc(C)c(Oc3ccccc3O)c2C)n1	-0.9%	2.8
CCOC(=O)c1ccc(-n2c(C)ccc2C)cc1	2.6%	0.8
O=C(CCCSc1nc(-c2ccco2)cc(C(F)(F)F)n1)NCC1CCCO1 (stereo not given)	-1.9%	/
O=c1[nH]c2ccsc2c(=O)n1CCO	3.4%	-12.4
c1ccc(-c2noc(CN3CCCC(OCc4ccccn4)C3)n2)cc1 (stereo not given)	-4.0%	-8.2
O=[N+]([O-])c1cccc(P(=O)(O)c2cccc([N+](=O)[O-])c2)c1	0.8%	4.1
Cc1ccc(S(=O)(=O)N(C)C)cc1NC(=S)NC(C)CCC(C)C (stereo not given)	-4.9%	-4.1
CCN1C(=O)/C(=C2\Sc3ccccc3N2CC)OC1=S	8.5%	/
NC(=O)[C@@H]1CC2(CC(c3cccc(NC(=O)[C@H]4CCC(=O)N4)c3)=NO2)CN1C(=O)COc1ccc(Cl)cc1 (stereo not given in full)	6.5%	/
CCN(CC)CCNC(=O)c1ccc(N2CCCCC2)c(NS(=O)(=O)c2ccc(C)cc2)c1	-6.7%	-2.7
CCNC1=C(Cl)C(=O)c2ccccc2C1=O	-3.8%	-2.8
Cc1ccc(S(=O)(=O)N/N=C/c2cc(Br)c(C)o2)cc1	-1.7%	21.9
O=C(O)CCCC(=O)Nc1c(F)c(F)c(F)c(F)c1F	1.2%	/
O=C1c2ccccc2C(=O)N1CC#CCN1CCN(C(c2ccccc2)c2ccccc2)CC1	1.0%	3.8
COC(=O)c1cccc(NC(=O)CSc2nnc(COc3ccc(C#N)cc3)n2-c2ccccc2)c1	3.1%	/
O=C(NC(=S)NCCN1CCOCC1)c1ccc(F)cc1	6.5%	-6.5
COc1ccc(S(=O)(=O)NC(CC(=O)NCCc2ccc(OC)c(OC)c2)C(C)C)cc1 (stereo not given)	-2.5%	4.5
CCOC(=O)N1CCN(c2c(NCc3ccc(N(C)C)cc3)c(=O)c2=O)CC1	-1.7%	13.1
Cc1cc(C)n(-c2ccc(C(=O)N3CCC(CO)(Cc4ccccc4)CC3)cc2)n1	1.2%	-3.7
COc1ccc(OCC(=O)N2CCN(c3cccc(C(F)(F)F)c3)CC2)cc1	-7.5%	/
CC(C)(C)c1cc(C(=O)N/N=C/c2ccco2)n[nH]1	0.7%	-10.3
COc1ccc(C2(CNC(=O)CCC(=O)O)CCCC2)cc1OC	5.7%	7.8
CC(C)CNC(=O)c1ccc(Cl)c(N)c1	-3.9%	-9.5
COc1ccc(NC(=O)CC2SC(=NCC3CCCO3)NC2=O)c([N+](=O)[O-])c1 (stereo not given)	-4.5%	/
CCOC(=O)c1cc(-c2ccccc2)nn1-c1ccccn1	8.6%	-7.6
CC(C)(C)c1ccc(OCC(=O)O)cc1	0.3%	-13.7&10.8
Cc1cc(C)c[n+](-c2nc([O-])sc2C=O)c1	-3.9%	/
O=C(C1c2ccccc2Oc2ccccc21)N1CCN(c2ccc(Cl)cc2)CC1	/	-5.1
CC(NC(=O)NNC(N)=S)(C(F)(F)F)C(F)(F)F	4.2%	3.7
CCOC(=O)C1CCCN(c2ncnc3c2[nH]c2cccc(OC)c23)C1 (stereo not given)	0.0%	8.2
CC1(C)CC2CC(C)(CN2CC(O)COc2ccccc2)C1 (stereo not given)	-1.0%	-10.7
O=C(Nc1ccc2ccccc2c1)/C(=C/c1cccc(Br)c1)NC(=O)c1ccco1	3.5%	5.1
Cc1ccc(S(=O)(=O)N2CC3(C)CN(S(=O)(=O)c4ccc(C)cc4)CC(C)(C2)C3=O)cc1	7.6%	-10.5
COCCn1c(-c2ccccc2)csc1=Nc1cccnc1	3.4%	1.5
Cn1nnnc1CCOCCc1nnnn1C	3.1%	1.9
O=C(/C=C/NNC(=O)c1ccccc1)c1ccccc1	1.7%	/
Next section.
SMILES	M. tuberculosis GlmU	Mtb RmlCD inh
CCCCn1c(=N)n(CC(=O)c2ccco2)c2ccccc21	-1.3%	4.6
CCC(=O)N1c2ccc(S(=O)(=O)CCC(=O)Nc3nccs3)cc2CC1C (stereo not given)	-0.4%	-7.5
Cc1ccc(NC(=O)CSc2nc3c(cc2C#N)C(=O)CCC3)cc1S(=O)(=O)N(C)C	-0.9%	-13.1
COc1ccc(CSC2=CS(=O)(=O)c3ccccc3N2)cc1	0.7%	-7.3
CCOC(=O)N1CCC(Nc2c(NCCN3CCN(Cc4ccccc4)CC3)c(=O)c2=O)CC1	-0.6%	8.5
Cc1ccc(C)c2[nH]c(=O)c(CN(CC3CCCO3)S(=O)(=O)c3ccc4c(c3)OCCO4)cc12 (stereo not given)	2.4%	/
COCCCNC(=O)C1C2C=CC3(CN(Cc4ccc(C)cc4)C(=O)C13)O2 (stereo not given)	0.5%	6.8
CC(=O)Nc1ccc(NC(=O)Nc2ccc(C)c(C)c2)cc1	0.2%	-5.8
Cc1nn(Cc2ccccc2)c(Cl)c1C(=O)OCC(=O)Nc1cccc2ccccc12	6.0%	16.0
CCOC(=O)C1CCCN(C(=O)CN2C(=O)COc3ccc(C(C)(C)C)cc32)C1 (stereo not given)	/	-1.2
CCN(CC)CCNc1ncnc2c1sc1nc(N3CCCC3)c3c(c12)CC(C)(C)OC3	-12.6%	/
CC(C)(C)N(Cc1cc2ccccc2[nH]c1=O)C(=O)c1cccnc1	1.1%	/
CCOC(=O)c1c(C)n(C)c2ccc(OCC(O)CN3C(=O)c4ccccc4S3(=O)=O)cc12 (stereo not given)	-5.2%	/
COc1cc(/C=C(\C#N)C(N)=O)ccc1OS(=O)(=O)c1ccc(C)cc1	-1.3%	23.1
CCN1CCN(CCC(=O)Nc2ccc3c(c2)OCO3)CC1	1.7%	/
COc1ccc(/C=N/N2CCOCC2)cc1O	1.7%	5.0
Cc1cccc(C(OC(=O)c2ccco2)C(=O)NCc2ccccc2)n1 (stereo not given)	2.7%	7.3
CCN(CC(=O)NCc1cccs1)C(=O)c1ccccc1Cl	2.7%	10.2
N#Cc1ccccc1OCC(=O)N1CCc2ccccc2C1	-0.9%	-6.3
O=c1cc(-c2ccc3c(c2)OCCO3)oc2ccc(Cl)cc12	-0.3%	5.5
c1n[nH]c(SCCCCSc2ncn[nH]2)n1	-1.3%	4.8
Cc1ccc2sc(N(CCCN(C)C)C(=O)c3nc4ccccc4s3)nc2c1C	-8.1%	11.0
NC(N)=NCCC[C@H](NC(=O)OCc1ccccc1)C(=O)O	0.3%	/
COC1=C(Nc2ccc(O)cc2)C(=O)c2ccccc2C1=O	10.1%	2.1
OC(c1ccccc1)(c1ccc(Cl)cc1)C1CN2CCC1CC2 (stereo not given)	-5.2%	-10.3
CN(C)CCN1C(=O)NC(C)(c2ccc([N+](=O)[O-])cc2)C1=O (stereo not given)	7.6%	8.2
Cn1c(N)c(C(=O)COC(=O)c2ccc(Cl)nc2)c(=O)n(C)c1=O	2.1%	-14.0
CC(C)(C)C(=O)/C=c1\[nH]c(=O)/c(=C\c2ccc(F)cc2)s1	7.7%	/
CCOC(=O)c1c(NC(=O)CSc2nnc(-c3c[nH]c4ccccc34)n2CCOC)sc2c1CCCCC2	0.9%	/
COc1cccc(N2C(=O)CC(Nc3ccc(N4CCOCC4)cc3)C2=O)c1 (stereo not given)	10.9%	16.0
CCOC(=O)c1cnc(-n2nc(C)cc2C)nc1Oc1ccc(C#N)cc1	13.1%*	/
O=C(O)CCCNS(=O)(=O)c1ccc2c(c1)OCCCO2	-3.8%	23.3
COc1cc2[nH]c(=O)n(CCC(=O)N3CCN(Cc4ccccc4)CC3)c(=O)c2cc1OC	2.6%	-7.8
CCCc1ccc(C(=O)NNc2ccccc2F)cc1	-2.8%	-1.3
CCOC(=O)CSc1nc2cc(C(=O)N3CCCC3)ccc2c(=O)n1Cc1ccccc1	2.3%	12.8
CC(=O)Nc1ccc(/C=N/OCC(=O)Nc2ccc(C)cc2)cc1	-0.3%	3.1
CCOCCCN1CC(C(=O)NCCc2ccc(C)cc2)CC1=O (stereo not given)	1.7%	18.6
Cc1ccccc1C(=O)Oc1ccc(Sc2ccc(O)cc2)cc1	/	5.1
Cc1ccc(CNC(=O)CCC2CCCN(Cc3cccc4cccnc34)C2)o1 (stereo not given)	2.2%	/
Cc1ccccc1N/N=C/c1ccc(C#N)cc1	0.2%	/

Entries above containing a CF3 group:
SMILES	M. tuberculosis GlmU	Mtb RmlCD inh
O=C(c1ccccn1)c1ncc(C(F)(F)F)cc1Cl	2.1%	1.0
O=C(CCCSc1nc(-c2ccco2)cc(C(F)(F)F)n1)NCC1CCCO1 (stereo not given)	-1.9%	/
COc1ccc(OCC(=O)N2CCN(c3cccc(C(F)(F)F)c3)CC2)cc1	-7.5%	/
CC(NC(=O)NNC(N)=S)(C(F)(F)F)C(F)(F)F	4.2%	3.7

Other results follow:
SMILES	M. tuberculosis GlmU	Mtb RmlCD inh
CCOC(=O)CN(C(=O)CNC(=O)c1ccco1)C(C(=O)NC1CCCC1)c1ccccc1OCC (stereo not given)	5.1%	-9.0
COc1ccc(/C=N/NC(=O)c2cccc(NC(C)=O)c2)c(OC)c1	0.0%	-10.0
C=CCNC(=S)Nc1ccc2nc(C)oc2c1	3.2%	/
O=C(COC(=O)C1CCC(=O)N1)Nc1ccc(Cl)cc1Cl (stereo not given)	1.1%	4.8
CCOc1ccccc1C1CC(c2ccc(Br)cc2)Nc2nc(N)nn21 (stereo not given)	-5.3%	-7.2
Cc1ccc(-c2cc(C(=O)N(C)Cc3cnn(C)c3C)c3cc(Br)ccc3n2)cc1	-5.3%	30.7
COc1ccc(CN(C(=O)c2ccco2)c2ccc(Br)cc2)cc1OC	1.4%	/
COc1cccc(-c2cc(C(=O)NCc3ccc(Cl)cc3)no2)c1	3.4%	/
CC(/C=N/n1c(-c2cccnc2)n[nH]c1=S)=C\c1ccco1	7.3%	-16.2
C/C(=N\OC(=O)NC(C)C)c1sc(-c2ccccc2)nc1C	0.1%	/
O=C(NNc1ccc(O)cc1)c1ccc(Br)cc1	3.0%	/
N/C(CC(=O)NCCOc1ccccc1)=N\O	0.6%	/
CC(C)C(=O)Nc1ccc2c(c1)nc1n2CCSC1	-4.4%	/
CC1Cn2c(nc(=O)c3c2NCN(CCc2ccccc2)C3)S1 (stereo not given)	1.0%	1.3
Cc1ccc(CC(=O)N2CCN(c3ccccc3F)CC2)cc1	-3.6%	-7.1
c1ccc(Nc2nc3ccccc3[nH]2)nc1	0.9%	7.8
Cc1cccc(C(=O)N[C@H](C(=O)Nc2nc(C)cs2)C(C)C)c1	1.9%	-5.9
CCOc1ccc(Cl)cc1CNCCc1ccc(F)cc1	1.3%	11.0
Cc1ccc(S(=O)(=O)N2CCOCC2)cc1C(=O)N1CCOCC1	7.3%	-28.8

6 successive records from above, quoted:
SMILES	M. tuberculosis GlmU	Mtb RmlCD inh
CC1Cn2c(nc(=O)c3c2NCN(CCc2ccccc2)C3)S1 (stereo not given)	1.0%	1.3
Cc1ccc(CC(=O)N2CCN(c3ccccc3F)CC2)cc1	-3.6%	-7.1
c1ccc(Nc2nc3ccccc3[nH]2)nc1	0.9%	7.8
Cc1cccc(C(=O)N[C@H](C(=O)Nc2nc(C)cs2)C(C)C)c1	1.9%	-5.9
CCOc1ccc(Cl)cc1CNCCc1ccc(F)cc1	1.3%	11.0
Cc1ccc(S(=O)(=O)N2CCOCC2)cc1C(=O)N1CCOCC1	7.3%	-28.8
